# TRHR enhancer = allosteric enhancers of human TRH receptor | P34981 | TRHR cells, fluo-8 calcium fluorescence, EC20 TRH enhancement | enhancement, % at 2 µM | 360,000 compounds, 0.66% hits | AID 493056; in the data active = enhancement above about 30%; also: 0% is about no effect
#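 TRHR-expressing cells loaded with fluo-8 calcium dye were read kinetically (ex 480/em 530) during compound addition, then stimulated with an EC20 of TRH (10 nM final). Enhancement of the Gq-mediated intracellular calcium response was scored.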
# RXFP1 antagonist = antagonists of human relaxin receptor RXFP1. Q9HBX9. HEK293-RXFP1, relaxin-stimulated cAMP HTRF, 30 min; hits give low values. activity change, negative = inhibition, % at 57.5 µM. 350,000 compounds, 0.59% hits. AID 1259400;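 active = activity change of -60% or lower, but not beyond a set lower limit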; also: % is scaled to controls: 0 for no effect and ±100 for the full control effect
# Target sequence (Q9HBX9 whole entry, looked up): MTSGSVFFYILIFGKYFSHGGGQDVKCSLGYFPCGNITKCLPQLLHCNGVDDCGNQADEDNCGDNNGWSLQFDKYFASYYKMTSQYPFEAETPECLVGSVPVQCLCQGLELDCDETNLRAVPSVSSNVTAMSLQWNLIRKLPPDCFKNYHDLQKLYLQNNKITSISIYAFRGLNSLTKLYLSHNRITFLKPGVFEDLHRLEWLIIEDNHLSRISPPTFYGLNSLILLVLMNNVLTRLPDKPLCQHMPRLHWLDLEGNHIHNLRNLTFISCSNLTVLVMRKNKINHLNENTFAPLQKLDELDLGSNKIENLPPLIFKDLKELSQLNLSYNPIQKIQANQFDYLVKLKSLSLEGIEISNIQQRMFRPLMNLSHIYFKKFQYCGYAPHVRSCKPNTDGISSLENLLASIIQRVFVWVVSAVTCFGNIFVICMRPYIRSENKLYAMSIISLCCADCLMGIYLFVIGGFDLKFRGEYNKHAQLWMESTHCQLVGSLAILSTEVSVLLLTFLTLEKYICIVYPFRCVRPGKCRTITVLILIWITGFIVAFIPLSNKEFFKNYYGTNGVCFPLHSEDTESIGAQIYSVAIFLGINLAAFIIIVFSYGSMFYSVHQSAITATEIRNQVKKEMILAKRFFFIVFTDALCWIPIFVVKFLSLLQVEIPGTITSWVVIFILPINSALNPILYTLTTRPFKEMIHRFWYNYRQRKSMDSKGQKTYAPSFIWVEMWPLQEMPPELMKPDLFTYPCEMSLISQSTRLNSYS
# D1 antagonist = blocks dopamine activation of the human D1 receptor. P21728. HEK293 TREx D1 cells, calcium flux, dopamine EC80; hits give low values. activity change, negative = inhibition, % at 10 µM. 360,000 compounds, 3.2% hits. AID 504652; in the data active = activity change below about -30%; also: % is scaled to controls: 0 for no effect and ±100 for the full control effect
#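 Antagonism measured as reduced calcium response to an EC80 dopamine addition following 180 s compound pre-read; cells were inducible HEK293 Trex D1 plated overnight at 30 C, read kinetically at 1 cycle/sec.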
# D2 antag = D2 dopamine receptor (human) antagonism; 340,000 compounds, 2% hits; HEK293 TREx D2 cells, calcium flux, dopamine EC80; inhibition, % at 10 µM; in the data active = inhibition above about 30%; also: 0% is about no effect
#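 Measurement of antagonist activity uses fluorescent calcium dye in inducible HEK293 T-REx D2 cells: 10 s baseline, compound addition with 180 s read, EC80 dopamine addition with a further 180 s read.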
# D2 PAM = D2 dopamine receptor (human) potentiation | HEK293 T-REx D2, calcium flux, EC20 dopamine potentiation | P14416 | potentiation, % at 10 µM | 340,000 compounds, 0.34% hits;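 active = potentiation over 3 SD above the plate norm, cut at about 30% in these data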; also: 0% is about no effect
#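 Potentiation of an EC20 dopamine calcium response is measured in a force-coupled, tetracycline-inducible Hek293 Trex D2 line. Compound-only kinetic reads over 180 s flag agonists before dopamine addition.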
# D1 ag = agonists of human D1 dopamine receptor; 360,000 compounds, 1% hits; HEK293 T-REx D1 cells, calcium flux, agonist mode; P21728; AID 504660; activation, % at 2 µM; also: 0% is about no effect
#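 Tetracycline-induced HEK293 TREx D1 cells, force-coupled to calcium signalling, were dye-loaded with a no-wash calcium kit. Compound was pin-added after a 10 s baseline. Fluorescence was read kinetically at 1 cycle/s for 180 s, with calcium rises flagged as agonism.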
# TRHR ag = agonists of human TRH receptor; TRHR cells, calcium flux fluo-8, FDSS agonist mode; 360,000 compounds, 0.18% hits; AID 493084; activation, % at 2 µM; also: 0% is about no effect
#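 TRHR-expressing cells, plated overnight in medium with 10% serum, were loaded with fluo-8 calcium dye at room temperature. After a 10 s baseline, library compound was pin-added and calcium release was recorded kinetically (ex 480/em 530) as agonist response.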
# D2 ag = activates the human D2 dopamine receptor. AID 485358. 340,000 compounds, 0.53% hits. activation, % at 2 µM. HEK293 T-REx D2 cells, calcium flux agonist mode. P14416;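 active = activation over 3 SD above normal in the single-dose calcium agonist read, cut at about 30% in these data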; also: 0% is about no effect
#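 HEK293 Trex D2 cells, tetracycline-induced, o/n 30 C 5% CO2; no-wash Ca dye, RT 30–90 min; 10-cycle baseline, 23 nl cpd added, kinetic Ca read 180 s; agonist hits = positive Ca response.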
# D1 potentiator = enhances dopamine response at the human D1 receptor; HEK293 TREx D1 cells, calcium flux, dopamine EC20 potentiation; potentiation, % at 10 µM; 360,000 compounds, 0.036% hits; AID 504651; in the data active = potentiation above about 30%; also: 0% is about no effect
# * marks the source's active call; other numbers are inactive results; nt = not tested or not shown; & = joins results of further samples. Rule as the data show it, unless noted: active = activation above about 30%; inactive = the rest.
SMILES,TRHR enhancer,RXFP1 antagonist,D1 antagonist,D2 antag,D2 PAM,D1 ag,TRHR ag,D2 ag,D1 potentiator
Cc1ccc(CSc2nnc(-c3ccccn3)n2N)cc1,1,4,3,1,-1,3,-0.6,0.2,6
C=CCn1c(CNC(=O)c2ccco2)nnc1SCC(=O)c1ccc(OC)cc1,5,7,9,-1,-8,3,-0.3,0.6,2
CSc1cccc(CN2CCC(n3nccc3NC(=O)C3CC3)CC2)c1,-2,16,-24,-4,-16,3,-0.3,-1.2,-8
N#Cc1cccc(NC(=O)Nc2cccs2)c1,3,9,-53*,1,-1,42*,1.3,0.5,-10
COc1ccc(CN2C(=O)C(CC(C)C)Nc3ncnc(N4CCN(c5ccccn5)CC4)c32)cc1 (stereo not drawn),-2,nt,-4,4,17,7,-0.1,-0.8,-8
CC(=O)c1ccccc1N(C(=O)c1ccco1)C(C(=O)NC1CCCC1)c1ccc(N2CCOCC2)cc1 (stereo not drawn),1,-7,13,-12,1,1,1.1,25,-5
COc1ccc(NS(=O)(=O)c2ccc(NC(=O)C(CCSC)NC(N)=O)cc2)cc1 (stereo not drawn),5,16,-6,-4,18,3,-0.2,-0.6,5
COc1ccc(COCC(O)CN2CCc3ccccc3C2)cc1OC (stereo not drawn),9,-7,-12,nt,nt,2,-0.9,nt,-3
CN(CC(=O)Nc1ccc(F)cc1)C(=O)C1CCCC1,6,10,-10,8,10,2,0.5,-0.4,-4
CC(=O)c1ccc(NC(=O)C(C)n2nc(-c3ccccc3)c3cc(Cl)ccc32)cc1 (stereo not drawn),-2,nt,-4,-1,2,1,0.3,0.6,-6
COc1ccc(CNC(=O)C2CCCN(S(=O)(=O)c3ccc4c(c3)C(C)(C)C(=O)N4C)C2)cc1 (stereo not drawn),0,nt,-6,-13,7,-1,-0.6,1.0,-4
COc1ccc(CNC(=O)CN2C(=O)COc3ccccc32)c(OC)c1,-6,2,1,nt,6,0,-0.5,nt,-2
CC(NC(=O)c1ccccc1NS(C)(=O)=O)c1ccccc1 (stereo not drawn),4,-4,-6,-1,9,-3,-1.8,-1.5,11
CCNC(=O)NC(=O)CSc1cccc(C(F)(F)F)c1,2,-7,-8,-14,7,2,0.1,-0.5,-1
NC1=NC(=O)/C(=C/c2cccs2)S1,30,-13,-5,-18,-29,0,-0.9,0.6,-3
C=CCNC(=S)N/N=C/c1ccc(C)cc1C,0,-8,1,9,1,3,-1.5,-1.7,6
COc1ccc(OCCSc2nnc(-c3ccccc3)n2N)cc1,-8,-7,18,-3,1,3,-0.2,-0.7,-3
CCc1ccc(-c2cc(C)no2)cc1S(=O)(=O)NCc1ccccc1OC,-6,-4,-15,5,-8,11,0.3,-0.6,-6
O=C1CCC([N+](=O)[O-])C(c2ccc3c(c2)OCO3)N1 (stereo not drawn),-1,-1,2,10,2,2,-0.1,1.0,1
Cc1ccc(C)c2sc(N)nc12,2,-4,18,7,2,-1,0.7,-1.9,-1
CCc1cccc(C)c1NC(=O)CSc1ncn[nH]1,5,1,-6,-12,2,1,0.0,-0.1,-1
Cc1cccc(C(=O)OCC(=O)NC(=O)c2ccccc2)c1O,5,8,4,nt,-2,4,-0.3,nt,-12
COc1ccnc(N2CCN(c3ccccc3)CC2)c1C#N,1,-4,-29,4,-5,9,0.3,0.0,-1
Nn1c(SCC(=O)N2CCCc3ccccc32)nnc1-c1ccccc1,-5,0,-2,-9,12,1,-0.3,0.3,-3
COc1ccccc1-c1nnc(SCc2nc3ccccc3s2)n1C,2,11,1,-12,17,4,-1.3,-2.0,-5
CCOC(=O)Cc1c(Sc2ccccc2)c2cc(C)ccc2n1C,-1,5,9,12,2,3,-0.1,-1.3,2
COc1cccc(-c2ccc3nnc(SCC(=O)Nc4ccc(NC(C)=O)cc4)n3n2)c1,-6,-3,-17,15,8,2,0.0,0.2,3
COc1ccccc1CC(=O)NNC(=O)c1cccs1,3,-9,0,-4,17,1,0.5,1.0,-7
CCc1noc2nc(C)n(CC(=O)O)c(=O)c12,-1,nt,2,nt,7,2,0.2,1.2,0
C/C(=N/NC(=O)c1ccco1)c1cccc(NC(=O)c2ccc(C)o2)c1,6,-5,8,3,-13,-1,-0.2,0.4,13
COCCCN(C(=O)Cn1ncc2c(=O)oc3ccc(C)cc3c21)C(C)c1ccncc1 (stereo not drawn),-4,-8,6,nt,nt,1,0.5,nt,-4
CC(=O)Nc1cccc(OC(=O)c2ccoc2C)c1,6,18,-5,2,-7,8,0.1,-1.8,5
CCN(CC)C(C)C(=O)Nc1c2c(cc3c1CCC3)CCC2 (stereo not drawn),22,nt,1,-9,-13,3,-0.3,0.2,-3
Cc1ccc(Cn2c(C(=O)O)c(CNCc3ccc(C)o3)c3ccc(C)cc32)cc1,2,nt,-2,nt,-1,1,0.1,-1.1,3
CCCC(=O)NCCCc1nc2ccccc2n1CCC,-4,-4,2,nt,nt,1,-1.3,nt,-6
Cc1ccc(S(=O)(=O)NCCOc2cc(C)ccc2C)cc1,-1,-9,-15,-8,-2,14,-1.3,0.1,1
O=[N+]([O-])c1ccc(N/N=C2\CC3CC=CC23)c([N+](=O)[O-])c1 (stereo not drawn),4,-29,-4,-34,9,2,0.6,-1.4,-2
CC1CN(CCCSc2ccc(Cl)cc2)CC(C)O1 (stereo not drawn),-4,-20,nt,11,-21,-1,-1.6,-2.2,0
C=CCOc1ccc(C2C(C#N)=C(N)N(Nc3ccccc3)C3=C2C(=O)CCC3)cc1OC (stereo not drawn),1,-1,11,-11,0,0,-0.1,0.4,2
COc1ccc(/C=C2\Oc3cc(OCC(=O)N4CCC(C(=O)O)CC4)ccc3C2=O)c(OC)c1OC,-4,nt,-19,-11,-7,4,-0.5,-0.2,-5
COc1ccc(CCC(=O)Nc2cccc(Cl)c2)cc1,3,nt,-45*,-11,-9,11,0.2,0.3,-8
O=C(CNc1cccc(S(=O)(=O)N2CCOCC2)c1)Nc1ccccc1F,2,4,19,nt,6,1,-0.1,nt,12
CC(C)CCNC(=S)Nc1ccc(Br)cc1,-2,-4,-33*,8,-13,13,0.8,0.4,-13
Cc1csc2c(=O)n3c(nc12)CCCCC3,3,0,12,-2,8,2,-0.5,-1.8,-1
CCOC(=O)/C(C#N)=C/c1cn(CCC(=O)O)nc1-c1ccc(Cl)cc1,-4,9,-6,1,-8,2,-1.4,-1.2,13
COc1cccc(NC(=O)CCc2nc(-c3cccs3)no2)c1,-4&-4,5&-1,4&8,3,-5&2,12&10,-1.5&-0.7,0.1&-1.5,-3&-3
COc1cc(C(=O)NNC(=O)CN2C(=O)NC(C)(c3ccc(C)cc3)C2=O)cc(OC)c1OC (stereo not drawn),-5,-2,-23,5,-4,3,3.6,-0.1,-5
COc1ccc(NC(=O)Cn2c(=O)n(CCc3ccccc3)c(=O)c3sc4ccccc4c32)cc1,14,nt,-8,nt,-11,4,-1.6,-0.8,0
CCOC(=O)CNC(=S)N(Cc1ccccc1)Cc1ccccc1F,-3,6,11,13,nt,4,0.0,0.3,-4
Nc1c(C(=O)CCC(=O)O)oc2ccc(Cl)cc12,2,4,7,-7,8,4,1.4,0.4,nt

# Part of the list above, with tabs:
Structure	TRHR enhancer	RXFP1 antagonist	D1 antagonist	D2 antag	D2 PAM	D1 ag	TRHR ag	D2 ag	D1 potentiator
CCOC(=O)/C(C#N)=C/c1cn(CCC(=O)O)nc1-c1ccc(Cl)cc1	-4	9	-6	1	-8	2	-1.4	-1.2	13
Cc1csc2c(=O)n3c(nc12)CCCCC3	3	0	12	-2	8	2	-0.5	-1.8	-1
CCOC(=O)CNC(=S)N(Cc1ccccc1)Cc1ccccc1F	-3	6	11	13	nt	4	0.0	0.3	-4

# More entries
SMILES,TRHR enhancer,RXFP1 antagonist,D1 antagonist,D2 antag,D2 PAM,D1 ag,TRHR ag,D2 ag,D1 potentiator
COc1ccc(C(CNS(=O)(=O)c2ccc(C)cc2)N2CCN(C)CC2)cc1 (stereo not drawn),-3,-1,-3,nt,nt,4,0.3,nt,0
O=C(CSc1ccccn1)Nc1ccc2ccccc2c1,-10,nt,-8,9,12,1,-2.2,-0.7,-3
Cc1nc(SCC(=O)NC(=O)NCc2ccccc2)nc(C)c1C,2,6,0,1,-7,5,0.2,-0.7,3
CCOC(=O)c1sc(N2C(=O)c3oc4cc(C)c(C)cc4c(=O)c3C2c2cccc(O)c2)nc1C (stereo not drawn),0,-9,-12,nt,6,-1,0.2,0.4,1
CCCn1c2ccccc2c2cnn(CC(=O)NCCCN3CCN(c4ccccc4)CC3)c(=O)c21,-5,-31,-24,88*,-25,11,-0.5,22,-13
Cc1nn(C(C)C(=O)NCc2cccs2)c(=O)c2nn(-c3ccccc3)c(C)c12 (stereo not drawn),4,0,6,-13,7,1,-0.1,1.0,3
Cc1nc2c(cc1C(=O)N/N=C/c1ccc([N+](=O)[O-])cc1)c(=O)n(C)c(=O)n2C,-2,3,19,-9,0,0,0.9,2.2,-10
CCCC(=O)C1=C(O)C(C(=O)OC)C(C)(C)CC1=NC(C)C (stereo not drawn),-1,-29,10,33*,5,0,-0.3,0.5,-4
CC[C@H](C)[C@@H](C(=O)NCCCCCCCCCCC(=O)N1CCN(C(=O)OC(C)(C)C)CC1)n1cc(CCCCN=C(NC(=O)OC(C)(C)C)NC(=O)OC(C)(C)C)nn1,1,nt,13,19,-12,6,0.4,1.0,-10
Cc1c(C(=O)NCc2ccccc2)oc2ccc(S(=O)(=O)N3CCC4(CC3)OCCO4)cc12,5,-9,5,6,16,7,0.0,-1.1,-1
COc1ccc(-c2noc(CNS(=O)(=O)c3ccc(NC(C)=O)cc3)n2)cc1,3,16,13,0,6,3,0.3,0.0,5
O=[N+]([O-])c1ccccc1CNC(Cc1ccccc1)c1ccccc1 (stereo not drawn),-2,-7,-3,3,0,3,0.3,-0.6,5
Cc1ccc(SCCNC(=S)Nc2ccccc2)cc1,2,3,-17,0,-15,4,-0.1,0.5,-10
CN1CCN(c2nc(-c3ccccc3O)nc3ccccc23)CC1,-1,-8,9,-56,-7,1,1.0,1.1,2
O=C(c1ccco1)N1CCN(c2nc3ccccc3c(=O)n2-c2ccccc2)CC1,-4,11,54,nt,nt,14,-1.0,nt,3
O=C(c1cccc(N2CCNC2=O)c1)N1CCCC(Nc2cccc(F)c2)C1 (stereo not drawn),-5,-10,4,nt,5,3,-0.1,nt,1
Cc1sc2ncn(CC(=O)NCCCN3CCC(C)CC3)c(=O)c2c1S(=O)(=O)N1CCC(C)CC1,-3,7,4,-7,-10,-1,0.2,0.5,-4

# One compound at a time, from the list above. Order of screens: TRHR enhancer	RXFP1 antagonist	D1 antagonist	D2 antag	D2 PAM	D1 ag	TRHR ag	D2 ag	D1 potentiator
# COc1ccc(CNC(=O)CN2C(=O)COc3ccccc32)c(OC)c1 is entered as -6	2	1	nt	6	0	-0.5	nt	-2
# COc1ccc(COCC(O)CN2CCc3ccccc3C2)cc1OC (stereo not drawn) is entered as 9	-7	-12	nt	nt	2	-0.9	nt	-3
